High-throughput results as filed in PubChem.
SKBR3 24h inh = SK-BR-3 proliferation inhibitors; SK-BR-3 viability, CellTiter-Glo ATP luminescence, 24 h; stronger effect = lower value; AID 847; viability, % at 10 µM; 41,000 compounds, 0.47% hits;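 active = viability at or below the median of all test compounds minus 3 SD, in both replicates if run twice, cut at about 45% in these data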;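 also: 100% = median untreated cell wells and 0% = median positive control drug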
Numbers without * were called inactive.

SMILES	SKBR3 24h inh
O=C(Nc1ccccc1)c1ccc2nc(-c3ccco3)c(-c3ccco3)nc2c1	63
COC(=O)NCCOC(=O)N(O)c1ccc(Br)cc1	91
CCOc1cc(/C=N/n2cnnc2)c(Br)cc1O	73
Cc1nc2ccc(NC(=O)N3CCCCC3)cc2s1	97
O=C(CCNC(=O)Cn1ccc2ccccc2c1=O)NCCN1CCN(c2ccccc2F)CC1	84
O=C(Nc1c(C(=O)N2CCOCC2)cnn1-c1ccccc1)c1ccco1	82
Cc1cc(C)cc(N(CC(=O)NC2CCCCC2)C(=O)CCC(=O)Nc2cc(C)ccn2)c1	120
Cc1ccc(C(=O)NCc2ccc(Cl)cc2)o1	92
O=C(O)[C@@H]1CCCC[C@@H]1C(=O)N1CCc2ccccc2C1CN1C(=O)c2ccccc2C1=O (some centres undefined)	93
COc1ccc(C(=O)c2oc3ccccc3c2N)cc1	89
Nc1nnc(CCN2C(=O)CSC2=O)s1	40*
COc1ccc(C(C#N)(CCC#N)CCC#N)cc1OC	93
COc1ccc(C)cc1NC(=O)CSc1nc(SC)ns1	83
COCc1cc(=O)[nH]c(SCC(=O)Nc2ccccc2)n1	98
Cc1ccc(NC(=O)c2ccc3ccccc3n2)nc1	72
CNc1ccc(OC(F)F)cc1C(=O)c1ccccc1	96
CC(C)OC(=O)c1cc(=O)[nH]c2ccccc12	107
COc1cccc(CC(=O)Nn2c(C)nc3ccccc3c2=O)c1	101
CCc1nnc(NC(=O)c2cc3c(s2)CCCCC3)s1	94
CSc1ccc(S(=O)(=O)NCc2ccccc2Cl)cc1	98
Cc1cc(C)cc(N(CC(=O)NCC2CCCO2)C(=O)CN2C(=O)COc3ccccc32)c1 (centres undefined)	93
COc1cccc(-c2nc(N3CCN(Cc4ccccc4)CC3)c3ccccc3n2)c1O	103
Cc1ccc(NC(=O)N2CCC(C(=O)NCCC3=CCCCC3)CC2)cc1	94
Cc1ccc(NC(=O)CS(=O)CC(=O)NCC2OCCc3ccccc32)c(C)c1 (centres undefined)	82
CCN(CC)CCN1C(=O)C(=O)/C(=C(/O)c2cccc(OC)c2)C1c1ccccn1 (centres undefined)	94

Later entries
SMILES	SKBR3 24h inh
CCN(CC)C(=O)c1sc2nc(-c3cccs3)cc(-c3cccs3)c2c1N	80
CCOc1ccc(/C(O)=C2/C(=O)C(=O)N(CCN(CC)CC)C2c2ccco2)cc1 (centres undefined)	79
O=C(CSc1nnnn1-c1ccccc1)CSc1nnnn1-c1ccccc1	110
Cc1ccc(NC(=O)N2CCC(C(=O)NCc3ccc(F)cc3)CC2)cc1	109
COCC(=O)Nc1cccc2ccccc12	101
COc1ccc(/C(O)=C2/C(=O)C(=O)N(CCN3CCOCC3)C2c2ccccn2)cc1OC (centres undefined)	97
C=CCc1cccc(CNc2c(C)n(C)n(-c3ccccc3)c2=O)c1O	104
CC(=N\O)/C(CN(C)C)=N/O	92
CCc1c(O)nc(N2CCN(Cc3ccccc3)CC2)[nH]c1=O	94
C[C@]12CC[C@@H]3c4ccc(OS(=O)(=O)O)cc4CC[C@H]3[C@@H]1CCC2=O	94
CCCC(c1nnnn1Cc1ccco1)N1CCN(c2cc(Cl)ccc2C)CC1 (centres undefined)	79
C=CCNCc1cccn1-c1ccccc1	90
c1c2c(cc3sc(N4CCOCC4)nc13)OCCO2	86
Cc1ccc(S(=O)(=O)N(C)CCCC(=O)Nc2ccccn2)cc1	111
c1ccc(Cn2nnc3c(NCc4ccc5c(c4)OCO5)nc(C4CC4)nc32)cc1	106
COc1cccc(N2CCN(c3ncnc4c3[nH]c3ccccc34)CC2C)c1 (centres undefined)	60
O=C(Nc1ccc(Nc2ccccc2)cc1)N1CCOCC1	90
COC(=O)C1C2C=CC3(CN(C(C)c4ccc(OC)cc4)C(=O)C13)O2 (centres undefined)	89
Cc1ccc(CNC(=O)CNS(=O)(=O)c2cccc3nsnc23)cc1	84
Cc1cc(NC(=O)c2ccco2)ncc1NC(=O)Cc1ccccc1	84
O=C(c1cccnc1Nc1ccc2c(c1)CCC2)N1CCOCC1	109
CCc1ccccc1NC1=NCC(=O)N1Cc1ccc(OC)cc1	93
CN(C1CCCCC1)S(=O)(=O)c1ccc(C(=O)O)cc1	85
CCNS(=O)(=O)c1ccc2nc(NC(=O)c3cccnc3)sc2c1	72
COCC(=O)Nc1nc2n(n1)C(c1ccc(Cl)cc1)CC(c1ccc(OC)cc1)N2 (centres undefined)	106

Going on with the list:
SMILES	SKBR3 24h inh
CCCC(=O)Nc1ccc2nc(SCC(=O)Nc3nccs3)sc2c1	105
CNC(=O)N(O)C1N(C)C(=O)N(Cc2ccccc2)C1(C)C (centres undefined)	92
CCc1c(C)nc(SCC(=O)Nc2cccc(Br)c2)[nH]c1=O	99
CC12CCC(C(=O)O)(C/C1=N\O)C2(C)C (centres undefined)	89
CC(C)OP(=O)(c1ccc(N(C)C)cc1)C(O)c1ccncc1 (centres undefined)	87
Cn1c(=O)c(C(=O)c2ccccc2)nc2ccccc21	104
O=C1CCC(C(=O)NCCCn2ccnc2)N1 (centres undefined)	77
Cc1cc(=O)[nH]c(SCC(=O)N2c3ccccc3CC2C)n1 (centres undefined)	65
COc1ccc(CC(=O)NCc2nnc(SCCOc3ccccc3)n2C)cc1	101
CCn1c(COc2ccc3c(c2)OCO3)nnc1SCC(=O)c1ccccc1	86
COc1ccc(NC(=O)c2cc(-c3cccs3)on2)cc1OC	75
c1ccc2c(-n3cnnn3)cccc2c1	114
O=C(O)C1CCCCC1C(=O)Nc1cccc(C(=O)N2CCCCC2)c1 (centres undefined)	93
COc1ccc(Cn2c(=O)[nH]c3cc(C(=O)NCCCN4CCCCC4)ccc3c2=O)cc1	128
CCOC(=O)c1c(-c2ccc(C)o2)csc1NC(=O)COC(=O)c1cccs1	92
C=CCOc1ccc(/C(O)=C2\C(=O)C(=O)N(CCCOC)C2c2ccncc2)cc1 (centres undefined)	100
CC(C)(C)C(=O)N=C1SC2CS(=O)(=O)CC2N1c1ccc2c(c1)OCO2 (centres undefined)	95
Cc1nnc(SCC(=O)N2CCc3ccccc32)n1-c1ccccc1	82
O=C(O)CCCCNS(=O)(=O)c1ccc(Cl)c(C(F)(F)F)c1	124
Cc1csc2nc(CSc3nncn3-c3ccccc3)c(Br)n12	87
CCOC(=O)Cc1csc(SCC(=O)Nc2sc3c(c2C(N)=O)CCC3)n1	95
CCC1CCc2sc(C(=O)O)cc2C1 (centres undefined)	79
Cn1c(Cc2csc(N)n2)nnc1SCC(=O)NCc1ccccc1	97
Cc1ccc(C(=O)N2CCN(C(=O)CN3CCCC3)C2)cc1	85
O=c1[nH]nc2c3ccccc3cnn12	85

(continued)
SMILES	SKBR3 24h inh
CCCCN(C)CCCNC(=O)CCn1nc(-c2ccccc2)ccc1=O	87
COc1ccc(OC)c(C(c2nnnn2C2CCCC2)N2CCN(c3ccccc3F)CC2)c1 (centres undefined)	92
CCn1c(NCc2ccco2)nc2c1c(=O)n(C)c(=O)n2C	111
Cc1cccc(Cc2c(C)nc3nc(SCC(=O)NCc4ccco4)nn3c2C)c1	91
CCCOc1cccc(C(=O)N(Cc2cccs2)C2CCS(=O)(=O)C2)c1 (centres undefined)	81
CCOC(=O)C1CCCN(C(=O)c2cn(C)c(=O)c3cc(OC)c(OC)cc23)C1 (centres undefined)	114
COc1ccc(OC)c(NC(=O)CS(=O)(=O)c2ccccc2)c1	76
O=C(OCC(=O)c1cccs1)c1ccc(NC(=O)c2ccco2)cc1	108
CC(=O)c1c(OCC(=O)O)ccc2c(C)cc(=O)oc12	105
Cc1nnc(SCC(=O)Nc2ncc(Cc3ccc(F)cc3)s2)n1N	109
CSCCC(N=CC1=C(O)CC(C)(C)CC1=O)C(=O)O (centres undefined)	98
COc1ccc(N2C(=O)c3ccc(NC(C)=O)cc3C2=O)cc1	96
Nn1c(CSc2ccccn2)nc2ccccc2c1=O	89
COC(=O)c1ccc(COc2ccc3c4c(c(=O)oc3c2)CCC4)o1	92
CN(C)S(=O)(=O)c1cccc(-c2cn3ccccc3n2)c1	92
CC(=O)c1cc2c(O)c(O)ccc2o1	99
Cc1cc(C)c(S(=O)(=O)Nc2ccc[nH]c2=O)c(C)c1	89
CCC(Sc1nc2ccccc2c(=O)n1CCN1CCOCC1)C(=O)NCc1cccnc1 (centres undefined)	114
Nc1c(C(=O)OCC2CCCO2)c2nc3ccccc3nc2n1C1CCCC1 (centres undefined)	74
O=C(CSc1nnc(-c2ccco2)o1)NC(=O)C1COc2ccccc2O1 (centres undefined)	93
O=C(Cn1nnc(-c2cc(Cl)ccc2-n2cnnn2)n1)N1CCCc2ccccc21	54
COC(=O)C1=C(C)Nc2c(c(=O)n(C)c(=O)n2C)C1c1cccs1 (centres undefined)	74
COC(=O)c1ccccc1NC(=O)c1cc(-c2cccc(OC)c2)on1	81
CC(=O)c1ccc(N2CCN(C(=O)c3cc(-c4ccc5c(c4)OCO5)nc4ccccc34)CC2)cc1	84
CCCCOC(=O)Cc1c(O)c2ccccc2[nH]c1=O	102

Next section, starting with the last two of the part before.
SMILES	SKBR3 24h inh
CC(=O)c1ccc(N2CCN(C(=O)c3cc(-c4ccc5c(c4)OCO5)nc4ccccc34)CC2)cc1	84
CCCCOC(=O)Cc1c(O)c2ccccc2[nH]c1=O	102
Cc1cccc(NC(=O)C2CCN(c3nc(C)cc(C)n3)CC2)c1	135
O=C(c1cc(-c2ccccc2)nc2ccccc12)N1CCN(c2ccccn2)CC1	85
N#Cc1c(SCC(N)=O)nc(-c2ccccc2)c2c1CCCC2	97
CCOc1ccc(N(CC(=O)OC)S(=O)(=O)c2ccc(OC)c(OC)c2)cc1	105
O=C(Nc1ccc2c(c1)OCO2)c1cccc(F)c1	83
O=C(C1CC1)N1CCc2cc(Br)cc(S(=O)(=O)N3CCCCCC3)c21	78
COc1cc(Br)cc2cc(C(=O)N3CCN(C(=O)c4ccco4)CC3)c(=O)oc12	110
Cc1cc2c(=O)n(Cc3ccco3)c(SCC(=O)c3ccc(Cl)s3)nc2s1	74
COc1cc2c(C)nc3onc(-c4ccccc4)c3c2cc1OC	72
COc1ccc(C2SCCN2S(=O)(=O)c2ccccc2)cc1OC (centres undefined)	85
CCn1c(C)c(C(C)=O)c(N2CCN(C(=O)c3ccco3)CC2)nc1=S	84
CCOC(=O)c1ccccc1NC(=O)CSc1nnnn1C1CCCCC1	87
COc1ccc(S(=O)(=O)Nc2ccc(C(F)(F)F)cc2)cc1OC	91
CCOC(=O)C(NC(C)=O)(N1CCc2ccccc2C1)C(F)(F)F (centres undefined)	87
COc1ccc(S(=O)(=O)Nc2ccccc2SC)cc1C	107
CC(=O)c1ccc(-n2nncc2C(C)(C)C)cc1	74
CC1(C)CC(=O)c2cnc(NC(=O)Cc3ccc(Cl)cc3)nc2C1	98
CCn1c(SCC(=O)Nc2nc(-c3ccccc3)cs2)nnc1-c1ccccc1	105
CC(C)(C)c1ccc(C(=O)Nc2cnccn2)cc1	87
CCOC(=O)Nc1ccc(C(=O)Oc2ccccc2)c(O)c1	75
C1=Nc2c(Nc3ccccc3)ncnc2Oc2ccccc21	72
COc1ccc(S(=O)(=O)N2CCC(C(=O)N3CCCC3)CC2)cc1	88
COC(=O)c1[nH]c2cccc(OC)c2c1NC(=O)CN1CCOCC1	90
c1ccc(CCc2ccccc2-c2nc(-c3ccccn3)no2)cc1	86
CCCCCOc1ccc(CN2CCOCC2)cc1Cl	86

Shown in markdown: entries from further up.
| SMILES | SKBR3 24h inh |
| --- | --- |
| O=C(C1CC1)N1CCc2cc(Br)cc(S(=O)(=O)N3CCCCCC3)c21 | 78 |
| COc1cc(Br)cc2cc(C(=O)N3CCN(C(=O)c4ccco4)CC3)c(=O)oc12 | 110 |
| Cc1cc2c(=O)n(Cc3ccco3)c(SCC(=O)c3ccc(Cl)s3)nc2s1 | 74 |
| COc1cc2c(C)nc3onc(-c4ccccc4)c3c2cc1OC | 72 |
| COc1ccc(C2SCCN2S(=O)(=O)c2ccccc2)cc1OC (centres undefined) | 85 |
| CCn1c(C)c(C(C)=O)c(N2CCN(C(=O)c3ccco3)CC2)nc1=S | 84 |
| CCOC(=O)c1ccccc1NC(=O)CSc1nnnn1C1CCCCC1 | 87 |
| COc1ccc(S(=O)(=O)Nc2ccc(C(F)(F)F)cc2)cc1OC | 91 |
| CCOC(=O)C(NC(C)=O)(N1CCc2ccccc2C1)C(F)(F)F (centres undefined) | 87 |
| COc1ccc(S(=O)(=O)Nc2ccccc2SC)cc1C | 107 |
| CC(=O)c1ccc(-n2nncc2C(C)(C)C)cc1 | 74 |
| CC1(C)CC(=O)c2cnc(NC(=O)Cc3ccc(Cl)cc3)nc2C1 | 98 |
| CCn1c(SCC(=O)Nc2nc(-c3ccccc3)cs2)nnc1-c1ccccc1 | 105 |
| CC(C)(C)c1ccc(C(=O)Nc2cnccn2)cc1 | 87 |
| CCOC(=O)Nc1ccc(C(=O)Oc2ccccc2)c(O)c1 | 75 |
| C1=Nc2c(Nc3ccccc3)ncnc2Oc2ccccc21 | 72 |
| COc1ccc(S(=O)(=O)N2CCC(C(=O)N3CCCC3)CC2)cc1 | 88 |

Following part.
SMILES	SKBR3 24h inh
CCCOc1ccc(C(=O)NCCCn2ccnc2)cc1	77
COc1cc(C(O)P(=O)(OC(C)C)c2ccc(N(C)C)cc2)cc(OC)c1OC (centres undefined)	76
Cc1onc(-c2c(F)cccc2Cl)c1C(=O)Nc1cccc2nsnc12	95
Cn1c(=O)c(C(=O)Nc2ccccn2)c(O)c2ccccc21	102
COc1ccc(Cl)cc1S(=O)(=O)N1CCCC(C(=O)NCC(N)=O)C1 (centres undefined)	98
CCOP(=O)(c1ccc(N(C)C)cc1)C(O)c1c(Cl)cccc1Cl (centres undefined)	75
COc1cc(NC(=O)c2ccco2)c(OC)cc1NC(=O)c1cc(OC)c(OC)c(OC)c1	113
Cc1ccc(CC2(O)CC(C)N(C)CC2C)c(C)c1 (centres undefined)	93
CC1CC(C)(C)NC(=O)O1 (centres undefined)	64
O=S(=O)(NC1CCCC1)c1cccc(S(=O)(=O)N2CCC(n3nnc4ccccc43)CC2)c1	79
CCN1CCN(C(c2cccc(OC)c2)c2sc3nc(C)nn3c2O)CC1 (centres undefined)	109
Cn1c(-c2ccccc2)cc2c3no[n+]([O-])c3ccc21	88
C=CCSC1=NC(N)=C(C#N)C2(CCCCC2)C1C(N)=O (centres undefined)	109
CCN1CCN(c2nc3c(C)cccn3c(=O)c2/C=C(\C#N)S(=O)(=O)c2ccc(C)cc2)CC1	88
CCN(CC)C(=O)c1sc(NC(=O)c2ccco2)c(C#N)c1C	89

The list is partial (hit frequency here may not be typical).
